Compound activity: PubChem, National Center for Advancing Translational Sciences (NCATS)
D3 ag: activates the human D3 dopamine receptor; P35462; D3R DiscoveRx beta-arrestin cells, luminescence, 90 min; max activation, %; hit rate 0.58% among 410,000; AID 652048; in the data active means max activation above about 30%; further: 0% is about no effect; mostly tested at two doses, the higher about 12 µM
Target sequence (P35462 whole entry, looked up): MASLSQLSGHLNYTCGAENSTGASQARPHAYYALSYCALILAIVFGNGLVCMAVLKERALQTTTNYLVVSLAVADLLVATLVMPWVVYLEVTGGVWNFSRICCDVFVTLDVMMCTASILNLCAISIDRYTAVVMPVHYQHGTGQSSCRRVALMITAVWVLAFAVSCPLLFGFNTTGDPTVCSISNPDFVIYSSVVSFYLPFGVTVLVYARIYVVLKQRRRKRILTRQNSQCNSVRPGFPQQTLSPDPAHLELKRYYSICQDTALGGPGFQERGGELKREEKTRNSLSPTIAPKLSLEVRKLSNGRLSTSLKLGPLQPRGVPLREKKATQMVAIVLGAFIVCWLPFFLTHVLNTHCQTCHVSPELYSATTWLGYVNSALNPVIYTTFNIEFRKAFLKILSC
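Agonist mode: compounds and dopamine controls were applied to plated cells for 90 min at 37 degrees C after an overnight attachment at 1500 cells/well. Luminescent read-out followed 30 - 60 minutes at room temperature with DiscoveRx detection reagent.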
GLP1R cytotox: cytotoxicity counter-screen for GLP-1 receptor inverse agonists; HEK293 cAMP-luciferase reporter cells, luminescence, 24 h; Potency, µM (doses to about 38.3 µM), for inactives: at the top dose activity change, negative = inhibition, usual class: inhibitors; hit rate 0.13% among 410,000; AID 624418;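 further: loss of luciferase light is scored as toxicity; potency means the concentration at half of the fitted maximal effect; on the % scale 0 is the no-effect control and ±100 the full control effect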
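MLSMR compounds, 24 hr on cells at 37 deg C/5% CO2; luminescence after luciferase reagent (12 min RT). Inhibition counted as the undesired cytotoxic outcome.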
KB-3-1 tox: KB-3-1 parental cell cytotoxicity; KB-3-1 viability, CellTiter-Glo ATP luminescence, 72 h; hit rate 1.4% among 400,000; Potency, µM (highest dose often 46.1 µM), inactives show top-dose activity change, negative = cytotoxic, most hits filed as cytotoxic; AID 1347075; further: potency means the concentration at half of the fitted maximal effect; on the % scale 0 is the no-effect control and ±100 the full control effect; nearly all actives have a fitted effect of over 60% in size
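Screening of KB-3-1 cells (DMEM, 10% FBS, phenol-red free) ran from lowest to highest compound concentration; after 72 h at 37 °C viability was read luminescently and curves fitted.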
IL1B secr inh: inhibitors of inflammasome signaling (IL-1 beta secretion); hit rate 4.7% among 360,000; THP-1 LPS/ATP IL-1B secretion, AlphaLISA, 16 h; hits give low values; activity change, % at 57.5 µM; in the data active means activity change below about -50%; inconclusive means mostly about -30% to -49%; further: on the % scale 0 is the no-effect control and ±100 the full control effect
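THP-1 cells pretreated 1 hr with compounds (up to 57.5 uM final), then stimulated with LPS (250 ng/mL final) plus ATP (1.25 mM final); secreted IL-1B measured by AlphaLISA after 16 hr, decreased signal indicating inhibition.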
MCF10A rereplic: inducers of DNA re-replication in MCF 10A breast cells; MCF 10A DNA re-replication, Hoechst nuclear intensity, 48 h; Potency, µM (doses to about 46.1 µM), without a hit: at the highest dose activity, positive = re-replication, actives largely listed as activators; hit rate 2.9% among 350,000; further: potency means the concentration at half of the fitted maximal effect; % of control where 0% means no effect; nearly all actives have a fitted effect of over 50% in size
KB-V1 cytotox: KB-V1 MDR subline cytotoxicity; KB-V1 MDR cells viability, CellTiter-Glo, 72 h; Potency, µM (top dose mostly 46.1 µM), for the others: at the top dose activity change, negative = cytotoxicity, actives largely listed as cytotoxic; hit rate 3.4% among 400,000; AID 1347076; further: potency means the concentration at half of the fitted maximal effect; on the % scale 0 is the no-effect control and ±100 the full control effect; nearly all actives have a fitted effect of over 60% in size
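KB-V1, DMEM (no phenol red) + 10% FBS; cpd pin-transferred, titration series; 72 h, 37 degrees C; CellTiter-Glo, luminescence. Data normalized, curve-fit.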
HT1080 IDH1KD tx: kills HT-1080 cells with IDH1 knockdown; HT-1080 IDH1 knockdown viability, ATP luminescence, 48 h; Potency, µM (series often up to 46.1 µM), for inactives: at the top dose activity, negative = toxicity, hits mostly cytotoxic; hit rate 2% among 360,000;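 further: potency means the concentration at half of the fitted maximal effect; 0% = DMSO wells and -100% = cell-free medium wells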
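HT-1080-IDH1KD cells (IDH1 knocked down), 750/well in RPMI with 5% FBS, treated with compound 48 h at 37 degrees C. Viability by CellTiter-Glo luminescence, normalised to DMSO and no-cell wells; concentration-response curves classed.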
HT1080-NT tox: kills 2HG-producing HT-1080-NT fibrosarcoma cells | HT-1080-NT fibrosarcoma viability, CellTiter-Glo ATP luminescence, 48 h | Potency, µM (doses to about 46.1 µM), for the others: at the top dose activity, negative = less viability, actives largely listed as cytotoxic | hit rate 1.6% among 360,000 | AID 686970;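 further: NT is the 2HG producing partner of a matched IDH1 knockdown line; potency means the concentration at half of the fitted maximal effect; 0% = DMSO-treated cells and -100% = media-only wells without cells; nearly all actives have a fitted effect of over 55% in size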
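A 48-hour cytotoxicity screen used HT-1080-NT cells plated 2 hours before compound delivery. ATP-based CellTiter-Glo luminescence measured viability, normalized to DMSO and no-cell controls.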
SW480 rerep: induces DNA re-replication in SW480 colon adenocarcinoma cells; hit rate 1.8% among 340,000; Potency, µM (doses to about 46.1 µM), without a hit: at the top dose re-replication activation, most hits filed as activators; SW480 DNA re-replication, Hoechst DNA content imaging, 48 h; AID 624297; further: potency means the concentration at half of the fitted maximal effect; % of control where 0% means no effect; nearly all actives have a fitted effect of over 55% in size
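Treated cells incubate 48 hr (37 C, 5% CO2), are stained 40 min with Hoechst, and nuclear fluorescence is enumerated; a rise in nuclei with high DNA signal marks re-replication.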
The depositor's hits bear a star; ? = inconclusive; . = no result given; [ ] = another dose, or the depositor's remark. Unless noted, the call rests on the fitted dose curve; in most records, active means well fitted curve in the direction sought with a large enough effect; inconclusive means small, poorly fitted or top-dose-only effect, or another doubt; inactive means no such curve, though single readings can be large; an effect the other way counts as inactive or inconclusive.

SMILES	D3 ag	GLP1R cytotox	KB-3-1 tox	IL1B secr inh	MCF10A rereplic	KB-V1 cytotox	HT1080 IDH1KD tx	HT1080-NT tox	SW480 rerep
CCOc1ccc(NC(=O)CN(C)C(=O)c2c(C)nn(-c3ccc(F)cc3)c2Cl)cc1OCC	1.1	12.9%	5.3%	-7.5	-1.2%	-18.8%	0.8%	-2.6%	7.0%
COc1ccc(OC)c(CCNC(=O)CCC(=O)N2CCOc3ccc(C)cc32)c1	-3.3	0.5%	6.9%	-22.6	-4.0%	-5.8%	5.3%	11.4%	9.3%
Cc1cc(C)cc(C(=O)NN2CCOCC2)c1	-3.0	4.9%	-35.0%	-8.6	-3.3%	-8.3%	7.6%	9.8%	-4.5%
O=C(Nc1ccccc1F)c1csc([C@@H]2C[C@H](O)[C@@H](CO)O2)n1	1.2	1.5%	0.0%	21.6	.	4.6%	13.0%	?	.
CCC(C)NC(=O)c1sc2nc3n(c(=O)c2c1C)CCC3 (stereo not drawn)	2.5	2.6%	-7.8%	.	.	28.1%	.	.	.
CCCSc1nc2sc3c(c2c(=O)n1-c1ccc(OC)cc1)CCN(C)C3	1.5	-1.7%	?	?	?	-3.9%	-1.4%	-5.9%	1.84µM*
COC(=O)c1ccc(CSc2nnc(-c3ccc4c(c3)OCO4)n2-c2ccccc2)o1	-5.3	-6.3%	0.0%	-20.9	?	0.0%	-10.8%	-8.4%	0.7%
O=C1N(c2ccccc2)C[C@@H]2C[C@@H](c3cccs3)N3CCC[C@@]123	-3.9	-14.7%	1.0%	-4.9	5.8µM*	-14.8%	-2.7%	4.7%	21.0%
O=C(CN1CCC(c2nc3ccccc3s2)CC1)N1CCCCC1	-1.4	3.1%	-13.0%	43.2	12.0%	-11.5%	2.3%	-2.3%	0.7%
COc1ccc(C(CNC(=O)CSc2ccccc2)N2CCOCC2)cc1 (stereo not drawn)	1.5	2.9%	2.2%	0.0	.	-1.8%	5.0%	-1.0%	.
Cc1nc(CN(C)Cc2nc(Cc3cccc(F)c3)no2)cs1	-2.3	6.7%	-5.5%	0.0	?	-19.8%	-0.1%	-7.0%	?
CC(C)c1ccc(S(=O)(=O)c2nnn3c2nc(N2CCCC2)c2sccc23)cc1	1.9	2.8%	9.7%	.	.	23.6%	.	.	.
COC(=O)CSc1ncc2c(n1)-c1ccccc1N(Cc1ccccc1C)S2(=O)=O	5.4	0.1%	-14.9%	.	.	-7.3%	.	.	.
O=C(CSC(=S)N1CCCC1)NCC(=O)Nc1ccccc1Br	5.8	-14.6%	0.0%	-4.8	4.6%	?	-0.5%	-0.5%	5.6%
CCCCCN1C/C=C\C(c2ccc(OC)cc2)N(Cc2ccc(F)cc2)C(=O)C1 (stereo not drawn)	1.9	8.2%	-9.6%	-5.0	?	-25.8%	0.3%	-2.8%	-1.5%
CCCC1(C)NC(=O)c2ccccc2O1 (stereo not drawn)	7.0	14.7%	-4.0%	17.2	-0.2%	20.2%	5.4%	20.1%	?
CCCCC(NC(C)=O)c1nc2ccccc2[nH]1 (stereo not drawn)	0.4	0.7%	1.8%	15.6	-14.5%	19.9%	-7.1%	2.0%	-13.3%
C[C@H](NC(=O)[C@@H]1CCCN1C(=O)[C@@H]1CCCN1C(=O)c1cccc(Cl)c1)c1ccccc1	1.7	-14.8%	-1.2%	5.9	.	-6.4%	13.7%	6.3%	.
Cc1cc(C)n2nc(CC(=O)NNC(=O)COc3ccccc3)nc2n1	10.1	7.3%	6.0%	10.5	18.8%	?	27.6%	13.2%	5.4%
Nc1nc(N)c(S(=O)(=O)c2ccccc2)c(Nc2ccc(Br)cc2)n1	-3.6	5.0%	-6.6%	.	.	-36.3%	.	.	.
CCCOC(=O)Nc1cccc(C(C)=O)c1	-2.5	-8.4%	4.2%	-24.3	7.6%	3.9%	9.7%	20.8%	-14.2%
CN(C)CCCn1c(=S)[nH]c2ccccc2c1=O	-4.4	-11.8%	14.9%	-20.3	23.6%	12.6%	6.4%	-0.8%	-17.6%
O=C(COC(=O)c1cnc(Cl)c(Cl)c1)NCc1ccc2c(c1)OCO2	0.5	15.0%	13.1%	-13.9	-6.2%	18.7%	6.3%	5.1%	-2.1%
O=S(=O)(Nc1ccc(-c2cn3ccsc3n2)cc1)c1ccc2c(c1)OCCO2	0.9	1.2%	-1.6%	-7.6	9.1%	-9.6%	-19.7%	-4.9%	12.5%
O=C(N/C(=C/c1ccccc1)C(=O)N1CCCCC1)c1ccco1	-1.5	-10.4%	0.4%	9.7	-0.9%	-22.5%	0.6%	-7.0%	22.7%
O=C(NNC(=O)c1ccccc1Br)c1cccs1	4.9	3.0%	-15.0%	1.0	-1.7%	28.8%	14.2%	4.4%	3.6%
Cc1ccc([C@H]2C[C@@H](O)[C@H](n3cc(COC(=O)c4ccccc4)nn3)CN2C(=O)c2cccs2)cc1	-5.3	0.6%	-0.3%	15.9	.	7.1%	-1.0%	-2.3%	.
CCOc1ccc(/C=N/OCC(=O)Nc2ccc3c(c2)OCO3)cc1	1.6	-12.8%	-6.5%	-11.1	-3.8%	-11.2%	-2.3%	8.5%	2.0%
N#Cc1c(-c2ccc(Cl)cc2)c2c([nH]c1=O)-c1ccccc1OC2	10.5	3.1%	-5.2%	19.6	1.84µM*	7.9%	4.2%	1.0%	5.8µM*
COc1cc2c(cc1OC)CN(Cc1cc(=O)oc3c(C)c(C)ccc13)CC2	-0.7	-1.9%	-23.1%	-10.9	26.1%	-2.2%	11.1%	20.6%	1.8%
CCC(C)N(C(=O)COC(=O)CSc1ccc(C)c(C)c1)C1CCS(=O)(=O)C1 (stereo not drawn)	2.0	0.9%	0.5%	5.6	2.0%	?	0.0%	10.3%	1.3%
Fc1cccc(Cl)c1CNC(c1ccccc1)c1ccccc1	-27.7	-7.5%	0.1%	1.9	-4.3%	18.0%	9.9%[9.24 µM]	-22.0%	-6.3%
Cc1nn2c(nc1=O)NNC2(C)C(C)(C)C (stereo not drawn)	-8.2	?	1.6%	0.0	?	5.8%	?	-21.9%	?
COc1ccccc1CNC(=S)NC1CCCC1	-7.9	1.9%	0.5%	-3.9	2.3%	29.4%	15.7%	26.4%	-8.4%
CC12CCC(C(=O)N3CCc4ccccc43)(CC1=O)C2(C)C (stereo not drawn)	5.5	-3.4%	8.1%	5.8	-11.7%	?	4.5%	11.5%	-5.3%
COc1ccc([N+](=O)[O-])c(OC)c1C(=O)NC(=O)Nc1c(F)cc(F)cc1F	-6.7	?	-2.6%	.	-15.7%	-50.4%	0.8%	11.1%	-8.7%
C#CCOC(=O)C(NC(=O)c1ccccc1)=C1CCCCC1	6.7	-5.2%	-1.1%	30.6	10.4%	?	-0.2%	5.3%	5.5%
CCOC(=O)CCCCCC(=O)Nc1ccc2c(c1)C(=O)N([C@@H](C)CO)C[C@@H](C)[C@H](CN(C)S(=O)(=O)c1cccs1)OCCCC[C@H](C)O2	-1.6	-34.2%	13.7%	-17.1	.	8.2%	3.9%	5.6%	.
N#CC1=C2SCN(C3CCCCC3)CN2C(=O)CC1c1ccc(F)cc1 (stereo not drawn)	-0.8	1.1%	24.3%	.	.	?	.	.	.
CCCN=C1N(CC)C[C@@H]2[C@@H]3C(=O)N(C)C(=O)[C@@H]3[C@](CC)(C(=O)OC)N12	-0.2	-1.5%	11.2%	36.0	1.2%	12.7%	2.7%	4.6%	?
O=C(Nc1ccc(S(=O)(=O)Nc2nccs2)cc1)C1CC(=O)N(c2ccccc2)C1 (stereo not drawn)	-0.1	-3.9%	14.5%	-7.6	0.8%	27.6%	6.8%	9.1%	15.2%
O=C(Nc1ccc(Oc2ccc3ccccc3c2)cc1)c1ccco1	4.2	-17.6%	?	-5.9	?	?	-27.7%	-26.7%	13.5%
COc1ccc(S(N)(=O)=O)cc1-c1nnc2c3ccccc3c(C)nn12	3.0	0.5%	4.6%	-0.9	3.2%	-16.9%	-8.1%	-1.1%	-9.6%
N#C/C(=C\c1ccc(OCc2ccc(Cl)cc2)cc1)C(=O)Nc1cccc(C(=O)O)c1	-0.7	-2.6%	-4.2%	-2.8	-9.8%	-10.5%	2.1%	4.1%	?
Cc1cc(Nc2cccc(F)c2)nc(NCc2ccccc2)n1	-5.4	-26.5%	?	-101.9*	?	8.2µM*	?	?	?
COc1ccccc1NC(=O)CN1CCN(Cc2ccccc2)CC1	-35.2	1.7%	10.7%	10.1	9.3%	10.3µM*	1.3%	9.0%	-0.7%
O=C(NCc1ccc(Cl)cc1)c1ccc(CSc2nc3ccncc3[nH]2)cc1	1.2	0.9%	-2.6%	-74.1*	0.3%	26.0%	-11.8%	-25.0%	-6.2%
Cc1ccc(C(C)C)c(OCCOCCN2CCNCC2)c1	1.7	9.7%	0.0%	-11.9	?	11.2%	3.0%	-8.9%	17.8%

Compounds shown so far with bromine (three):
SMILES	D3 ag	GLP1R cytotox	KB-3-1 tox	IL1B secr inh	MCF10A rereplic	KB-V1 cytotox	HT1080 IDH1KD tx	HT1080-NT tox	SW480 rerep
O=C(CSC(=S)N1CCCC1)NCC(=O)Nc1ccccc1Br	5.8	-14.6%	0.0%	-4.8	4.6%	?	-0.5%	-0.5%	5.6%
Nc1nc(N)c(S(=O)(=O)c2ccccc2)c(Nc2ccc(Br)cc2)n1	-3.6	5.0%	-6.6%	.	.	-36.3%	.	.	.
O=C(NNC(=O)c1ccccc1Br)c1cccs1	4.9	3.0%	-15.0%	1.0	-1.7%	28.8%	14.2%	4.4%	3.6%
